Platelet DG rel: platelet dense granule release activity. inhibition, %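 (compounds screened at 7.5 µM in platelet-rich plasma)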. human platelet-rich plasma, SFLLRN dense granule ATP release, luminescence. hit rate 0.22% among 300,000. AID 1663;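 active = mean replicate score, as percent of positive control, at or above 50; inconclusive = mean below 50 but at least one replicate at or above 50; inactive = mean and every replicate below 50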
GSK3 alpha inh: human GSK-3 alpha kinase inhibition. P49840. ADP-Glo luminescence, 60 min. inhibition, % at 10 µM. hit rate 0.1% among 320,000. AID 2650;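 in the data active = inhibition above about 50%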;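 also: GST-tagged GSK-3 alpha with peptide substrate and 25 µM ATP; 0% = DMSO neutral wells and 100% = GW8510 positive control wells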
Target sequence (P49840 whole entry, looked up): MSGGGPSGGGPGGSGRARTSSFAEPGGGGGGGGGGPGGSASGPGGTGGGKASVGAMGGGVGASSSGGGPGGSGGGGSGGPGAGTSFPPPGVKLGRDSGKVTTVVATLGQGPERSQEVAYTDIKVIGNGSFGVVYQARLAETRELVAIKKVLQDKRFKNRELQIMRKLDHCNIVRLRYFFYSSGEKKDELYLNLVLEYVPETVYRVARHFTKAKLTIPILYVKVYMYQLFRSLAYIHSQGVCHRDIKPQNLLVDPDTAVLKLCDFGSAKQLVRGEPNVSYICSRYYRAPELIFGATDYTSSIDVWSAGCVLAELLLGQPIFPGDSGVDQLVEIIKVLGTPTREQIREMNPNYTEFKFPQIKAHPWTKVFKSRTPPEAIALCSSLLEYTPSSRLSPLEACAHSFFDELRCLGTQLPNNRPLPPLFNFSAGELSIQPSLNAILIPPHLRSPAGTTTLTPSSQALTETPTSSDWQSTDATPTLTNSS
PolyA inh: blocks polyadenylation in yeast reporter cells | S. cerevisiae SKY197-pL101 polyadenylation reporter, beta-gal luminescence; efflux-impaired pdr1/pdr3 knockout yeast; score 100 = 6 SD above DMSO | calls only at 12 µM | hit rate 0.02% among 300,000 | AID 1875;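 active = lowest replicate activity score at least 50, where 100 means six control SD above control mean; inconclusive = lowest score under 50 but half or more replicates reach 50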;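 also: yeast exposed to compound for 9 h at 30 °C; higher score means more reporter readthrough which indicates perturbed polyadenylation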
HDAC3 inh: blocks human histone deacetylase 3; O15379; recombinant HDAC3, fluorogenic peptide/trypsin coupled, fluorescence; inhibition, % at 8.3 µM; hit rate 0.15% among 320,000; in the data active = inhibition above about 26%, passing the limit was not always enough; inconclusive = no clear call, values can overlap the other calls
HSF1 inhib: HSF1 inhibition; activity change, negative = inhibition, % at 7.5 µM (by protocol); AID 2098; hit rate 0.77% among 300,000; NIH3T3-HGL HSE-luciferase, MG132-induced, luminescence 8 h; active compounds read low;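 active = more than half of replicate wells show activity change below -50%, luminescence cut by over half; inconclusive = some wells, but at most half, below -50%; inactive = no replicate well below -50%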;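 also: luciferase reports HSF-1 transcriptional activity via heat shock element; 0% = median of DMSO wells and -100% = zero luminescence signal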
DYRK1A inh: Dyrk1A (rat) kinase inhibition; hit rate 0.43% among 310,000; AID 504441; inhibition, % at 12.5 µM; ADP-Glo luminescence, NFATc1 peptide; in the data active = inhibition above about 50%;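 also: plate controls were vehicle with enzyme for no effect and no enzyme for full effect; many of its hits are not listed in these tables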
AI-2 QS mod: modulates the Vibrio harveyi AI-2 quorum sensing system; Vibrio harveyi JMH597 AI-2 luminescence/OD600 ratio, 9 h; active compounds read low; strain lacks LuxN and CqsS sensors; 0 = neutral-control median; activity change, % at 7.5 µM; hit rate 0.4% among 300,000; AID 2094; in the data active = activity change below about -75%, passing the limit was not always enough; inconclusive = no clear call, values can overlap the other calls;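 also: luminescence divided by OD600 gain over 9 h not by final OD600 alone; inactives centre near 13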
HSP90 refold inh: blocks HSP90-mediated luciferase refolding in reticulocyte lysate; hit rate 0.91% among 290,000; inhibition, % at 5.6 µM; Rabbit reticulocyte lysate, luciferase refolding luminescence, 3 h;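 active = inhibition above the screen-wide mean plus 3 SD, computed separately per campaign, cut at about 16% in these data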;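 also: 0% = DMSO wells and 100% = 60 µM geldanamycin wells; inhibitors lower the luminescence because luciferase stays unfolded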
HSF-1 act: increases HSF-1 driven luciferase reporter signal; activation, % at 9 µM; NIH3T3-HGL HSF-1 luciferase reporter, MG132, 8 h; 100% = twice DMSO control signal; hit rate 1.7% among 300,000; AID 504408;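 active = mean replicate activation of at least 50% with a set share of replicates each reaching 50%; inconclusive = only one of those two conditions met; inactive = mean below 50% and too few replicates reaching it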;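 also: 0% = median of the neutral control wells and 100% = twice that signal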
GSK3B inh: blocks human GSK3beta kinase activity | GST-GSK3beta kinase, ADP-Glo luminescence, 60 min; active compounds read low | activity score (negative = inhibition), % at 10 µM | hit rate 0.038% among 300,000 | AID 2097;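 active = more than half of replicate wells score below -50%, meaning over 50% inhibition versus plate controls; inconclusive = some replicates but at most half score below -50%; inactive = no replicate scores below -50%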;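 also: 0% = median DMSO wells and -100% = median GW8510 positive control wells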
Target sequence (P49841 whole entry, looked up): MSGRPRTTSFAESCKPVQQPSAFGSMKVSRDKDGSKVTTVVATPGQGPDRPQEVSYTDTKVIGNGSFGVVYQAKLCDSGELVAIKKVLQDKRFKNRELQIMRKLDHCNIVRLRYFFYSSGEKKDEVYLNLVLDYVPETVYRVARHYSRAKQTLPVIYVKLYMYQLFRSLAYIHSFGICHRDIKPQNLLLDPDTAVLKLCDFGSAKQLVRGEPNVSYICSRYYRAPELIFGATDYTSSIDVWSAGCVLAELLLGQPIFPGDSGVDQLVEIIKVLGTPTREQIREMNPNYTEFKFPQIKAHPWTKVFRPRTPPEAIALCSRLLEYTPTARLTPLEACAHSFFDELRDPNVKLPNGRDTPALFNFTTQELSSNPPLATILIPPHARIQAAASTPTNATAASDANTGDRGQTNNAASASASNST
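test system = GST-tagged human GSK3beta kinase, cell-free | reagent = 25 µM ATP with peptide substrate | dosing = one dose of 10 µM per compound | schedule = 60 min reaction, RT | detection = luminescent ADP-Glo measurement of ADP formed | control set = DMSO neutral wells and GW8510 at 20 µM as positive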
An asterisk follows results filed as active; i = inactive; ? = inconclusive; / = not tested or not shown.

SMILES	Platelet DG rel	GSK3 alpha inh	PolyA inh	HDAC3 inh	HSF1 inhib	DYRK1A inh	AI-2 QS mod	HSP90 refold inh	HSF-1 act	GSK3B inh
CCN1C(=O)Cc2cc(S(=O)(=O)NCCc3ccccc3)ccc21	15	0	i	-9	-7	3	28	-3	11	1
CCc1ccccc1NC(=S)N(CCN1CCCCC1)Cc1ccco1	5	1	i	4	-4	/	24	3	-13	1
COc1ccc(-c2cc(C(F)(F)F)n3nc(C(=O)NCc4ccco4)cc3n2)cc1	0	-1	i	?	0	0	11	1	-2	4
Cc1ccc(N2CC(C(=O)Nc3cccnc3)CC2=O)cc1C (centres undefined)	-4	0	i	0	-8	-3	20	5	-13	-2
CCOc1ccc(C(=O)n2cc(C(=O)OC)c3ccccc32)cc1OCC	3	-1	i	4	17	/	22	0	17	1
C/C(=N/NC(=O)CNC(=O)c1cccnc1)c1ccc([N+](=O)[O-])cc1	-4	-2	i	2	2	3	20	5	7	-1
COCCNC(=O)C1CC(c2cccc([N+](=O)[O-])c2)=NO1 (centres undefined)	13	2	i	-11	-8	-3	7	0	8	-6
COc1ccc(N(C)C(=O)Cc2c(C(=O)O)[nH]c3ccccc23)c(OC)c1	-3	-2	i	1	-11	-4	8	-4	-6	-1
Fc1cccc(F)c1/C=C/c1ccc2ccccc2n1	36	-1	i	-4	-18	3	29	1	-10	-1
Cc1ccc(-c2nnc(-c3ccccc3)o2)cc1	8	-2	i	-5	17	2	-4	6	24	1
CCOC(=O)N1CCN(CC(O)c2c[nH]c3ccccc23)CC1 (centres undefined)	-5	-1	i	2	-1	1	16	-1	-5	3
O=C(Nc1ccc(F)cc1)c1cccc(N2C(=O)C3C4CCC(C4)C3C2=O)c1 (centres undefined)	-7	-3	i	7	-3	-1	-4	3	2	2
Cc1ccc(N=Nc2cc(C)ccc2N)cc1	70*	-1	i	4	5	-4	5	26*	22	-1
Cc1ccc(N/N=C/c2c(C)c(C#N)c(=O)n(C)c2O)cc1C	-7	/	i	/	-2	2	18	0	16	3
CC1=CC(C)(C)NC(=S)N1C(C)c1ccccc1 (centres undefined)	1	-1	i	3	2	-4	1	2	21	1
CCN(CC)S(=O)(=O)c1ccc(N2CCN(C)CC2)c(NC(=O)Nc2ccccc2F)c1	-7	0	i	-1	-6	-6	14	0	-7	1
COc1ccc(C(=O)NCc2cn3ccccc3n2)cc1	-7	0	i	-2	0	11	15	5	7	-2
Cc1cc(C)n2nc(SCc3ccc(F)cc3Cl)nc2n1	1	0	i	-1	8	-2	14	-3	14	3
COc1ccc2nc(NC(=O)c3cc(C)oc3C)sc2c1	47	2	i	7	27	3	-7	2	43	1
CCCc1nc2ccccc2n1CCOc1ccccc1	5	-6	i	2	1	-3	5	-2	4	0
COCCNC(=O)c1cn(C)c2ccc(S(=O)(=O)N3CCCCC3)cc2c1=O	-8	1	/	-1	-3	-1	10	-4	-6	-1
Cc1ccc(CSc2nnc(C(F)(F)F)n2Cc2ccc(F)cc2)cc1	5	-1	i	4	20	1	14	3	32	1
CCOc1ccc2nc(-c3ccccc3)nc(SCC(=O)Nc3ncc(C)s3)c2c1	-2	1	i	0	-2	-1	18	1	24	-2
COC(=O)CN(C#N)c1nc(NC(C)C)nc(OC)n1	-4	-2	i	0	-2	-9	14	2	12	-1
CCOC(=O)C1CCN(C(=O)C2CCN(c3nc4ccc(OC)cc4s3)CC2)CC1	-9	-2	i	5	0	4	11	-4	8	1
O=C(N/N=C/c1c[nH]c2ccccc12)c1ccc2c(c1)OCCO2	2	-7	i	6	-43	36	26	-2	-49	1
Cc1cc(C(=O)NC2CC(C)(C)Cc3c2cnn3-c2ccc(F)cc2)no1 (centres undefined)	-7	1	i	-3	16	-1	20	-7	0	0
CCN(CC)CCNC(=O)CS(=O)Cc1nc(-c2ccc(C)cc2)oc1C (centres undefined)	-3	-4	i	3	-6	-5	10	2	-4	0
Cc1c(O)c(S(=O)(=O)c2ccccc2)c(=O)n(-c2ccccc2)c1-c1ccccc1	-25	-4	i	-2	8	-5	52	-1	20	1
COc1c(OC2OC(C(=O)O)C(O)C(O)C2O)cc(O)c2c(=O)cc(-c3ccccc3)oc12 (centres undefined)	-1	-3	i	1	0	-1	11	1	-7	1
COc1ccc(Cc2nnc(NC(=O)CS(=O)(=O)Cc3ccccc3)s2)cc1	-5	1	i	3	-4	1	22	-2	-5	2
CCOC(=O)C(NC(=O)c1cccc(Cl)c1)(Nc1sc2c(c1C(N)=O)CCC2)C(F)(F)F (centres undefined)	9	18	i	8	-1	-2	12	-3	-7	-2
CCOC(=O)/C=C1/N(C)c2ccccc2C1(C)C	0	-2	i	5	-7	1	-14	2	6	-4
CCOC(=O)c1sc(=S)n(-c2ccccc2)c1N	-39	-1	i	1	3	-7	20	-3	8	5
Cc1ccc(S(=O)(=O)N2CCN=C2SCc2cccnc2)cc1	-2	0	i	-6	2	0	13	1	-4	2
COc1ccc(Cc2nnc(NC(=O)c3cccc([N+](=O)[O-])c3)s2)cc1	14	-1	i	-6	-3	-1	30	-5	-9	1
C/C(CCc1ccc2c(c1)OCO2)=N\NC(=O)c1ccccc1Br	1	1	i	4	2	2	13	8	-5	-6
CC(C)c1ccc(NC(=O)C(c2ccccc2)N2CCC3(CC2)OCCO3)cc1 (centres undefined)	1	-2	i	5	-1	2	12	-1	-2	-1
O=C(NCCOc1nc(N2CCOCC2)nc(N2CCOCC2)n1)Nc1ccc(Cl)cc1	-1	-4	i	-1	2	1	3	1	4	-1
CC(=O)Oc1ccccc1C(=O)NC(C)CCc1ccccc1 (centres undefined)	3	-2	i	2	13	-1	12	-1	12	0
CC(=O)Nc1ccc(CN2CCN(Cc3ccc(F)c(F)c3)C(CCO)C2)cc1 (centres undefined)	2	-1	i	7	1	-5	12	-6	14	0
Cn1c(=O)c2c(nc(N3CCc4ccccc4C3)n2Cc2ccccc2F)n(C)c1=O	2	-1	i	2	-6	5	20	-1	-1	0
Nc1c(C(=O)Nc2ccc3c(c2)OCCO3)nnn1Cc1cccc(F)c1	-4	-2	i	-4	19	10	24	/	41	0
CCCc1nc(NCCO)c(C#N)c2c1CCCC2	7	3	i	-2	-15	/	13	0	-11	-6
CCCn1nnc(NC(=O)c2ccc(F)cc2)n1	1	5	i	-5	14	5	16	1	22	-4
CCN(c1ccccc1)S(=O)(=O)c1ccc(Oc2ccc(-n3ccnc3)cc2)nc1	3	1	i	0	-5	0	11	5	-9	1
COC(=O)c1cc(=O)n(CCc2ccccc2F)c(=Nc2ccc(F)c(Cl)c2)s1	7	-2	i	1	52	-1	13	-1	?	0
CCOC(=O)N1CCN(S(=O)(=O)N2CCCC(C(=O)NCc3ccc(OC)cc3OC)C2)CC1 (centres undefined)	-8	0	i	-1	5	1	23	0	9	-2
CC(=O)Nc1nnc(S(N)(=O)=O)s1	0	-2	i	4	-2	-2	4	1	7	-1
CSCC(C)N1CCC(n2nccc2NC(=O)CCOc2ccccc2)CC1 (centres undefined)	2	-1	i	10	0	-2	2	4	4	-7
Cc1cccc(/C=N/NC(=O)CNc2cccc3ccccc23)n1	10	0	i	2	3	36	9	2	-11	-3
CCCCn1c(N)c(N(CC)C(=O)CCNC(=O)NC23CC4CC(CC(C4)C2)C3)c(=O)[nH]c1=O	22	-3	i	-4	1	-5	16	-3	0	1
CCOC(=O)c1c(S(=O)(=O)NCC(C)c2ccccc2)c(C)n(C)c1C (centres undefined)	-6	4	i	4	-2	1	23	-2	-2	-1
CCCCn1c(N)c(N(CCOC)C(=O)c2ccc(S(=O)(=O)N(CC)c3ccccc3)cc2)c(=O)[nH]c1=O	6	0	i	3	0	-4	24	/	-9	-2
Cc1ccccc1C1NC(=O)c2ccccc2O1 (centres undefined)	14	1	i	0	6	5	-5	1	20	-5
COCc1c(C#N)c(NCCc2ccccc2)nc(C)c1[N+](=O)[O-]	-1	0	i	6	3	6	6	4	25	2

Next part.
SMILES	Platelet DG rel	GSK3 alpha inh	PolyA inh	HDAC3 inh	HSF1 inhib	DYRK1A inh	AI-2 QS mod	HSP90 refold inh	HSF-1 act	GSK3B inh
Cc1c(NC(=O)c2cccs2)cccc1C(=O)O	1	1	i	-3	3	-6	25	0	4	2
COc1ccc(N2CCN(C(=O)c3ccc(CS(=O)Cc4ccc(C)cc4)o3)CC2)cc1 (centres undefined)	-5	-4	i	9	5	-5	18	-4	12	3
FC(F)(F)c1nc(N2CCCC2)ncc1-c1nnnn1-c1ccccc1	0	1	i	6	0	7	18	-1	-3	-9
O=C(Nc1cccc(Cl)c1)Nc1cccc(Cl)c1	0	-1	i	2	10	3	/	4	-2	/
COc1ccc(C(=O)N(Cc2nc(-c3ccc(C)cc3)no2)C2CCCCC2)cc1OC	12	-3	i	15	0	2	-1	2	23	2
O=C(COC(=O)/C=C/c1ccc(F)cc1)Nc1cc(C(F)(F)F)ccc1N1CCOCC1	7	0	i	13	-10	-5	-6	3	-3	1
Nc1ccc(S(=O)(=O)Nc2nccc(/C=C/c3cccc(Br)c3)n2)cc1	-1	1	i	-2	0	-4	24	-2	27	-2
Cc1ccc(S(=O)(=O)NCCC(=O)OCC(=O)N(Cc2ccccc2)C(C)(C)C)cc1C	12	-3	i	10	6	8	-1	/	-8	3
CC(C)(C)CC(=O)Nc1cc(S(=O)(=O)N2CCCCCC2)ccc1Cl	0	-1	i	1	-18	-1	12	-3	-9	-1
CCCS(=O)(=O)c1nc(S(=O)(=O)c2ccc(C)cc2)c(N2CCCC(C)C2)s1 (centres undefined)	0	0	i	4	0	5	29	0	11	5
COc1ccc(C(=O)OCC(=O)Nc2ccc3[nH]c(=O)[nH]c3c2)cc1	12	-1	i	0	3	10	7	/	-6	-2
COCc1cc(Sc2ccc(Br)cc2)nc(-c2ccccc2)n1	-13	-5	i	-4	-1	4	-2	2	-8	0
COc1ccc(NC(=O)CSC2=NC(=O)CC(C)=N2)cc1	0	-2	i	-1	-6	-4	48	3	-4	-2
Cc1ccc(S(=O)(=O)NNC(=O)c2ccc3ccccc3n2)cc1	-8	-6	i	-3	10	22	9	2	35	-1
Cc1[nH][nH]c(=O)c1C=NCc1ccc(Cl)cc1	2	-1	i	5	-4	3	17	-1	8	-4
Clc1ccc(CNc2nnnn2-c2ccccc2)c(Cl)c1	-6	-1	i	4	13	5	47	2	23	4

These rows are one share of the data, so the mix of outcomes need not match the whole.
